Assay outcomes deposited in PubChem by several laboratories.
CHRM5 agonist: agonists of human muscarinic M5 receptor (CHRM5); CHO-K1 hM5 cells, Fluo-8 calcium fluorescence; 0% DMSO wells, 100% maximal acetylcholine response; activation, % at 3 µM; hit rate 0.19% among 360,000; AID 624037;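 active = activation above the run's mean over test compounds plus 3 SD, cut at about 23% in these data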;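 note: signal is peak over basal fluorescence ratio across the kinetic read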
Target sequence (P08912 whole entry, looked up): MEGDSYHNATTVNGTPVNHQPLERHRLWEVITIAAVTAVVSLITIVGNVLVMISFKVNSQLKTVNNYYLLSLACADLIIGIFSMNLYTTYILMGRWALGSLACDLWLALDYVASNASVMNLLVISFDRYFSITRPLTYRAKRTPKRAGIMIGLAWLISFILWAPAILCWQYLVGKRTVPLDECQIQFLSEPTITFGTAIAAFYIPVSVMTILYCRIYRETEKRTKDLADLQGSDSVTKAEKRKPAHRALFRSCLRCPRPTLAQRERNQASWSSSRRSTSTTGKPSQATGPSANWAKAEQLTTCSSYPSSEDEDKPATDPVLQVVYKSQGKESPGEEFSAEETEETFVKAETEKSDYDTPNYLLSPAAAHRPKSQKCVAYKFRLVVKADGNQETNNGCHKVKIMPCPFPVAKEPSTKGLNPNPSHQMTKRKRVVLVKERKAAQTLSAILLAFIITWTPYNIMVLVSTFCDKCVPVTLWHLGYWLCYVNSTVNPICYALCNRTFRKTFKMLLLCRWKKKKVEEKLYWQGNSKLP
CHRM4 PAM: CHRM4 positive allosteric modulation | P08173 | CHO-K1 hM4/Gqi5, Fluo-8 calcium fluorescence, ACh EC20; 0% = ACh EC20, 100% = maximal ACh | activation, % at 3 µM | hit rate 0.4% among 360,000;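 active = activation above its plate's cutoff, the mean activation of sample wells plus 3 SD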; note: some results filed as inactive read as strong as hits
CRFR2-BP antag: blocks CRF-induced signaling of the CRF-BP/CRF-R2 complex; hit rate 0.59% among 350,000; HEK293 CRF-R2/CRF-BP, CRF-induced calcium fluorescence; inhibition, % at 11.8 µM;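 active = inhibition of the ligand-induced calcium signal above about 50% at the single tested concentration, limit read from the data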
CHRM1 PAM: human CHRM1 positive allosteric modulation | P11229 | CHO-K1 hM1, Fluo-8 calcium fluorescence, ACh EC20; 0% = ACh EC20, 100% = maximal ACh | activation, % at 3 µM | hit rate 0.088% among 360,000; in the data active = activation above about 19%, passing the limit was not always enough
Target sequence (P11229 whole entry, looked up): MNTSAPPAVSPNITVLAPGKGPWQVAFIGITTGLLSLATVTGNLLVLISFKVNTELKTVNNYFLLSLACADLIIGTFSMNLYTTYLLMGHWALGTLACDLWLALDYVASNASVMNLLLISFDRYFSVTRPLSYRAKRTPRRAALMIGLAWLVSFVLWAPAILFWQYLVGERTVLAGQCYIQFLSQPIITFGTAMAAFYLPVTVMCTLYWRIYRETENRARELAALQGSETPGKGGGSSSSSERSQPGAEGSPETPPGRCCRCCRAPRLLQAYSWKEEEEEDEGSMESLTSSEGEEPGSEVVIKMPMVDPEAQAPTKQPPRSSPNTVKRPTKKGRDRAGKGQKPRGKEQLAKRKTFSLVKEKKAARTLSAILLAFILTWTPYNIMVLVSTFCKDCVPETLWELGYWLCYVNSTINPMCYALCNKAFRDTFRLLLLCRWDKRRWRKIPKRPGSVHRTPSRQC
CHRM4 antagonist: blocks acetylcholine activation of human M4 receptor; CHO-hM4 cells, ACh EC80, Fluo-8 calcium fluorescence; inhibition, % at 3 µM; hit rate 0.73% among 360,000;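 active = inhibition above its plate's cutoff, the mean inhibition of sample wells plus 3 SD, cut at about 27% in these data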;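 note: 0% = acetylcholine EC80 with DMSO and 100% = DMSO without agonist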
CRFR2-BP ag: CRF-BP/CRF-R2 complex agonism; hit rate 0.46% among 350,000; HEK293 CRF-R2/CRF-BP, calcium dye fluorescence (FLIPR); percent of saturating CRF peptide response; activation, % at 13.2 µM;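 active = activation of at least 50%, plus an integration ratio under a set limit after plate pattern correction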;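 note: plate controls were neutral control wells without compound for no effect and CRF at EC100 for full effect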
CHRM5 antagonist: antagonists of human muscarinic M5 receptor (CHRM5). hit rate 0.59% among 360,000. CHO-hM5 cells, Fluo-8 calcium fluorescence, ACh EC80. inhibition, % at 3 µM. P08912;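 active = inhibition above a per-plate cutoff, the mean of that plate's test compounds plus 3 SD, cut at about 27% in these data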;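 note: 0% = acetylcholine EC80 with DMSO and 100% = DMSO without agonist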
M4 ag: agonists of human muscarinic M4 receptor (CHRM4) | P08173 | CHO-K1 hM4/Gqi5, Fluo-8 calcium fluorescence; vehicle 0%, full acetylcholine response 100% | activation, % at 3 µM | hit rate 0.14% among 360,000 | AID 624127;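 active = activation above the run mean over all test wells plus 3 SD, cut at about 32% in these data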;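 note: peak over basal fluorescence ratio per well then scaled between controls; 0% = DMSO wells and 100% = acetylcholine at EC100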
CHRM5 PAM: positive allosteric modulators of human muscarinic M5 receptor | P08912 | CHO-K1 hM5, Fluo-8 calcium, ACh EC20 PAM; 0% = ACh EC20, 100% = ACh EC100 | activation, % at 3 µM | hit rate 0.3% among 360,000 | AID 624038;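 active = activation above the run cutoff, the mean activation of all test compounds plus 3 SD, cut at about 18% in these data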
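System – CHO-K1 hM5 cells · Compound – 3 µM, single dose · Incubation – compound preincubation 140 s before EC20 acetylcholine addition · Technique – Fluo-8 calcium fluorescence · Measure – Max/basal fluorescence ratio as % of EC20–EC100 ACh window · Benchmarks – low control EC20 acetylcholine (0%), high control EC100 acetylcholine (100%) · Replication – singlicate, one well per test compound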
Numbers without * were called inactive; . = not tested or not shown.

Results follow in this order: CHRM5 agonist	CHRM4 PAM	CRFR2-BP antag	CHRM1 PAM	CHRM4 antagonist	CRFR2-BP ag	CHRM5 antagonist	M4 ag	CHRM5 PAM
CCN(C(=O)c1cc2cc3ccc(C)cc3nc2o1)c1ccc(OC)cc1
    -7	1	-6	-10	0	1.7	7	2	-9
C=CCC(O)(CCN1CCCCC1)c1ccccc1 (stereo unspecified)
    -10	-24	8	-22	33*	3.8	46*	0	-15
CCCNS(=O)(=O)c1cc(Br)cc2c1N(C(=O)CC)CC2
    0	6	2	5	6	-1.6	-4	0	2
O=C(Cn1ncc(N2CCOCC2)c(Br)c1=O)c1ccc(Cl)cc1
    2	-1	0	8	0	-0.4	8	2	-1
Cc1ccccc1-c1nnc(SCc2ccccc2F)o1
    -2	16	-10	7	-16	0.4	3	-2	1
CCOC(=O)c1sc(-c2ccccc2)nc1C
    -2	-3	1	8	2	-0.6	11	0	-10
COc1ccc2[nH]c3c(c2c1)CCN1C(=O)C(CC(=O)NCc2ccco2)C[C@H](C(=O)N2CCOCC2)[C@@]31C (stereo partly specified)
    -1	5	-3	4	3	-0.1	-5	1	4
COc1cc(S(=O)(=O)N2CCOCC2)ccc1NC(=O)COC(=O)c1cc(OC)c(OC)c(OC)c1
    0	2	-37	9	8	0.5	5	0	-5
COc1ccccc1CNC(=O)c1ccc(CS(=O)(=O)c2ccccc2)o1
    5	-4	-11	-3	0	-1.8	1	8	-13
Cc1c(Br)cccc1NC(=O)C1(C)CCN1Cc1ccccc1OC(F)F (stereo unspecified)
    -3	-9	.	1	-9	.	2	0	-13
CN1CCN(CCC(=O)Nc2ccc3c(c2)OCO3)CC1
    -3	-1	27	6	-2	-1.3	-3	1	0
COc1ccc(F)cc1S(=O)(=O)N1CC(C)CC(C)C1 (stereo unspecified)
    -6	12	-15	4	-6	-1.8	-2	-1	5
NS(=O)(=O)c1ccc(CNC(=O)c2ccncc2)cc1
    -3	5	-1	19	8	0.2	4	0	6
CN(Cc1ccccc1)C(=O)C1(C)CCN1C(=O)Cc1ccc(Cl)cc1Cl (stereo unspecified)
    0	4	.	11	-5	.	5	2	-1
COc1ccccc1N1CCN(S(=O)(=O)c2ccc(Cl)cc2)CC1
    -8	-6	28	10	5	-1.8	3	0	-8
COc1cc2c(C(=O)O)c(C)n(C)c2c2ccccc12
    -1	-1	8	4	8	-1.5	7	1	-2
O=C(CN1CCOc2ccccc21)NCc1ccc(Cl)cc1
    -1	-2	-1	7	0	-2.3	1	1	-4
CCOC(=O)c1c(C)sc2c1N(C(=O)CCl)c1cc(Cl)ccc1S2
    -7	12	4	6	10	-3.4	7	0	6
CC(C)c1ccc(NC2=NCC(=O)N2Cc2cccs2)cc1
    -4	9	6	7	-9	-0.8	-8	-2	3
CCCCN(C)CCNC(=O)C1CCCN(S(=O)(=O)c2cccc3nsnc23)C1 (stereo unspecified)
    -7	1	5	5	0	-1.1	-7	1	0
Cc1ccc(S(=O)(=O)Nc2nc3ccccc3nc2N2CCN(c3ccccc3F)CC2)cc1
    -3	2	-3	-1	-3	1.4	-2	2	-3
CCOc1ccccc1C(=O)NCC(=O)OCC(=O)N1CCCC1
    -1	0	-11	-4	5	-0.7	14	0	-13
COc1ccc(N2C(=O)N[C@@H](Cc3ccccc3)C2=O)cc1OC
    -5	8	1	3	-16	0.9	-5	1	0
Cc1ccc(-c2nc(CS(=O)CC(=O)NCCC(C)C)c(C)o2)cc1 (stereo unspecified)
    -4	5	33	10	-7	-2.8	-3	2	-1
CCOC(=O)C1CCN(C(=O)c2ccc(Br)o2)CC1
    -2	-5	6	4	1	-0.8	1	1	-6
CCOC(=O)N1CCN(S(=O)(=O)N(C)C)CC1
    -3	-2	23	3	-4	-3.4	-14	0	-2
CC(C)c1ccc(C2CC(=O)N3CN(Cc4ccco4)CSC3=C2C#N)cc1 (stereo unspecified)
    2	-1	-16	10	11	-0.3	-1	1	4
CC(C)Oc1ccc(S(=O)(=O)N2CCOCC2)cc1NC(=O)c1nn(C)c(=O)c2ccccc12
    -1	1	8	0	-2	-0.6	7	-1	-5
Cc1ccc2c(c1)S/C(=C/c1ccc[n+](C)c1)N2CCO
    -8	-6	-7	8	7	0.7	5	1	4
COc1ccccc1OCc1ccc(C(=O)Nc2ccncc2)o1
    6	-15	-7	-6	-6	-0.8	10	14	-11

Molecules listed so far with two or more sulfur atoms:
Results follow in this order: CHRM5 agonist	CHRM4 PAM	CRFR2-BP antag	CHRM1 PAM	CHRM4 antagonist	CRFR2-BP ag	CHRM5 antagonist	M4 ag	CHRM5 PAM
CCOC(=O)c1c(C)sc2c1N(C(=O)CCl)c1cc(Cl)ccc1S2
    -7	12	4	6	10	-3.4	7	0	6
CCCCN(C)CCNC(=O)C1CCCN(S(=O)(=O)c2cccc3nsnc23)C1 (stereo unspecified)
    -7	1	5	5	0	-1.1	-7	1	0

Next part:
Results follow in this order: CHRM5 agonist	CHRM4 PAM	CRFR2-BP antag	CHRM1 PAM	CHRM4 antagonist	CRFR2-BP ag	CHRM5 antagonist	M4 ag	CHRM5 PAM
O=C(NNc1c([N+](=O)[O-])cc(C(F)(F)F)cc1[N+](=O)[O-])c1ccco1
    7	-3	17	-1	6	14	24	13	-13
Cc1cccc(C)c1N(CC(=O)N1CCN(c2ccccc2F)CC1)S(C)(=O)=O
    4	9	19	7	-1	-0.6	0	3	-11
O=C(NCCS(=O)(=O)N1CCN(c2cccc(Cl)c2)CC1)c1ccco1
    4	-4	-28	2	-2	0.6	11	11	-13
COC(=O)c1ccc(/C=N/NC(=O)C2CC(=O)N(c3ccc(OC)cc3)C2)cc1 (stereo unspecified)
    -3	9	-7	9	-25	-1.2	-14	1	7
COc1ccc2c(CN3CCN(S(=O)(=O)c4cccs4)CC3)cc(=O)oc2c1
    0	-3	12	-4	-12	0.2	7	7	-12
O=C1NC(Cc2ccc(O)cc2)c2nc3cc(F)c(F)cc3c(=O)n2-c2cc3ccccc3cc21 (stereo unspecified)
    2	-5	-17	-16	6	3.2	18	8	-7
COc1cc(/C=C/C(=O)OCC(=O)NCc2ccco2)ccc1OCC#N
    -2	2	16	6	2	-2.4	1	2	-3
COc1ccc(CCNCc2c(OC)ccc3ccccc23)cc1OC
    1	-7	15	4	-3	-1.1	2	5	-2
Cc1ccccc1NC(=O)CN1C(=O)NC2(CCc3ccccc32)C1=O (stereo unspecified)
    -2	6	-6	7	-8	0.5	13	1	-4
FC(F)(F)c1cccc(Sc2cc(C(F)(F)F)nc(-c3ccccn3)n2)c1
    0	2	3	-8	-2	2.3	5	1	-4
COc1ccc(CSc2nnnn2-c2ccccc2)cc1
    -5	4	6	-2	0	1.1	9	0	-10
CSCCC(NC(C)=O)C(=O)OCC(=O)N(c1ccccc1)c1ccccc1 (stereo unspecified)
    1	-1	-13	1	0	-0.4	6	1	-1
O=C(NC1CCCN(Cc2ccc(Cl)cc2)C1)c1ccoc1 (stereo unspecified)
    -5	5	3	1	-10	0.4	-6	2	4
c1ccc(-c2cc(N3CCCCC3)ncn2)cc1
    -5	0	-14	3	3	0.9	1	1	-1
CCCC(=O)Nc1nc(CC(=O)OCC)cs1
    2	-1	-5	7	-4	-1.5	10	0	6
COc1ccc(S(=O)(=O)Cc2ccc(C(=O)N3CCN(Cc4ccccc4)CC3)o2)cc1
    -1	-1	9	2	-14	0.0	7	2	-6
O=C(N/N=C/c1ccc2c(c1)OCO2)c1ccc2ccccc2n1
    -2	10	4	9	-2	1.6	0	3	-5
CCc1cc(=O)oc2cc(C)cc(OC(C)C(=O)NC3CC(C)(C)NC(C)(C)C3)c12 (stereo unspecified)
    -3	12	-3	16	1	-0.4	0	0	0
COc1ccc2c(COC(=O)c3cccc(S(=O)(=O)NCC(C)C)c3)cc(=O)oc2c1
    4	-19	-8	-24	19	-1.0	25	31	-16
O=C(COC(=O)CCc1ccccc1)Nc1ncc(Cl)cc1Cl
    2	2	37	0	-6	-4.1	-10	0	5
Cc1nn(C(=O)c2nn(C)cc2[N+](=O)[O-])c(C)c1Br
    -5	0	7	-7	1	-1.1	2	0	-7
O=C(COC(=O)Cc1cccc(C(F)(F)F)c1)NCC1CCCO1 (stereo unspecified)
    -3	12	-11	6	-18	0.0	-5	3	-1
Cc1cc(=O)oc(C)c1C(=O)Nc1ccc(Cl)cn1
    -1	-1	-3	3	1	1.9	-10	0	6
Cn1c(SCC(=O)NC2CCCCC2)nnc1-c1ccc(N)cc1
    -3	-3	14	-1	3	-2.7	-6	0	3
C#CCOCCOCCOCCNc1nc(N2CCN(C(=O)C(Cc3ccc(O)cc3)n3cc(C(N)CC(C)C)nn3)CC2)nc(N2CCN(C(=O)C(Cc3ccc(O)cc3)n3cc(C(N)C(C)CC)nn3)CC2)n1 (stereo unspecified)
    -3	-5	26	6	1	-0.4	14	1	1
COCCn1c(SCC(=O)Nc2cc(C)on2)nnc1-c1ccco1
    -2	-1	-3	7	-3	-0.1	-3	0	5
COc1ccc(NC(=O)COC(=O)C2COc3ccccc3O2)cc1OC (stereo unspecified)
    1	0	-18	2	-2	1.7	3	1	-4
Cc1noc(C)c1C(=O)Nc1nccs1
    4	-4	18	2	-3	1.9	7	1	3
Cc1ccc(NC(=O)C2(C)CCN2Cc2csc3ccccc23)cc1 (stereo unspecified)
    -4	-14	.	-29	46*	.	7	-1	-18
CN1CCN(C(=O)c2ccccc2NS(=O)(=O)c2ccc(F)cc2)CC1
    0	13	-8	12	-10	-0.2	-3	1	8

Results follow in this order: CHRM5 agonist	CHRM4 PAM	CRFR2-BP antag	CHRM1 PAM	CHRM4 antagonist	CRFR2-BP ag	CHRM5 antagonist	M4 ag	CHRM5 PAM
Cc1csc(NC(=O)NC2(C(F)(F)F)Oc3ccccc3O2)n1
    0	2	-16	6	2	-0.2	2	1	-3
COc1ccc(OC)c(NC(=O)c2cccc(N3C(=O)C4C5CCC(C5)C4C3=O)c2)c1 (stereo unspecified)
    3	1	-18	7	9	-0.6	-10	16	-16
O=C(CNC(=S)N(Cc1ccc(F)cc1)C1CCCCC1)NCCN1CCOCC1
    -1	9	-10	5	-12	-0.8	2	2	9
COc1ccc(-n2c(C)c([N+](=O)[O-])c3ccc(O)c(CN4CCCCC4)c32)cc1
    -13	-2	-5	1	12	-3.0	0	-3	-10
COc1cc(-c2nnc(NC(=O)C3=COCCO3)o2)cc(OC)c1OC
    -5	2	-9	5	-9	-0.9	5	1	4
Cc1ccc(S(=O)(=O)CCC(=O)OCC(=O)NC(N)=O)cc1
    -2	17	11	10	-2	-0.3	11	0	-7
O=C(N/N=C/c1cn(-c2ccccc2)nc1-c1cc2ccccc2o1)c1ccccc1Br
    -1	-2	-2	0	-1	5.9	2	1	-7
CCOc1cccc(CN2CCN(c3cccc(C(F)(F)F)c3)CC2)c1O
    -3	-8	-7	-8	-7	6.6	-5	-2	-3
Cc1cccc(Nc2ccccc2C(=O)NCc2ccco2)c1C
    -6	-12	24	-3	8	-0.6	4	-3	-8
C=CCn1c(SCC(=O)NC2CC2)nnc1-c1ccccn1
    -2	8	10	9	-2	-0.3	7	1	-2
CC1CC(CC(=O)NC(=S)Nc2ccccc2Cl)C(=O)O1 (stereo unspecified)
    0	8	16	5	-3	0.8	-2	1	-1
CCC1CCCCN1CCCNC(=O)Cn1nc(-c2ccccc2)ccc1=O (stereo unspecified)
    -5	2	23	0	-11	4.9	-4	1	3
COc1ccc(CN=C2NN=C(c3ccccc3)CS2)cc1
    -3	-1	10	-3	-2	-0.8	-7	0	-1
